Cycloheximide cs – counter-screen for Shiga toxin inhibitors: cycloheximide protein synthesis inhibition; cell reporter, cycloheximide protein synthesis inhibition counterscreen; actives 12% (n = 300,000); AID 2314; max response, %; in the data active = max response mostly above about 13%, no sharp cut-off; inactive = mostly below about 14%; also: read at 38.3 µM for the half of the compounds with a filed dose; 0% is about no effect
Pf growth 96h – inhibits malaria parasite growth, 96 h. Potency, µM (top dose mostly 28.7 µM), without a hit: top-dose activity change, negative = inhibition, actives largely listed as inhibitors. actives 6.9% (n = 320,000). P. falciparum luciferase reporter growth, 96 h; also: potency is read from the fitted curve at half-maximal effect; % is scaled to controls: 0 for no effect and ±100 for the full control effect
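P. falciparum expressing integrated firefly luciferase grown in erythrocytes (2% hematocrit, 0.05% parasitemia final) with compounds for 96 hours at 37 C, 5% CO2. Growth inhibition read as loss of luminescence after adding luciferase detection reagent.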
AmpC inh no detg – AmpC beta-lactamase inhibition without detergent. Potency, µM (titrated, usually from 57.1 µM), without a hit: at the top dose activity change, negative = inhibition, hits mostly inhibitors. AID 485341. AmpC nitrocefin hydrolysis, absorbance 480 nm, 0.0001% Triton. P00811. actives 0.52% (n = 330,000);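 also: potency is read from the fitted curve at half-maximal effect; plate controls were no compound for no effect and no enzyme for full effect; nearly all actives have a fitted effect of over 20% in size; some results filed as inactive show a strong effect at the top dose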
Target sequence (P00811 whole entry, looked up): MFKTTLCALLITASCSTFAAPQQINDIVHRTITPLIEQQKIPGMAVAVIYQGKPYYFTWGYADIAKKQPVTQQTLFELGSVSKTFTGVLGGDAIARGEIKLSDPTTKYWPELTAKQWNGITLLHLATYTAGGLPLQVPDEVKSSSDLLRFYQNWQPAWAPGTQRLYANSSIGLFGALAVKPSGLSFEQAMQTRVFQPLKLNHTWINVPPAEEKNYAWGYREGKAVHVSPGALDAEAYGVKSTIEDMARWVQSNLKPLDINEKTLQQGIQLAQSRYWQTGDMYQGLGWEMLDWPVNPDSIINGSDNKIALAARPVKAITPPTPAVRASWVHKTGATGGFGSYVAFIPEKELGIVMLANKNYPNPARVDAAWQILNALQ
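20 mM phosphate pH 7.0 + 0.01% (detergent screen) or 0.0001% Triton X-100; 5.3 nM AmpC reagent; cpd preinc 15 min RT; nitrocefin (800 uM stock) to start; A480 q20 s × 4 min; Activity was normalised to no-enzyme and no-compound control wells.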
LmPK inh – inhibitors of Leishmania mexicana pyruvate kinase; purified LmPK, Kinase-Glo ATP luminescence, 1 h; Potency, µM (top dose mostly 57.5 µM), for the others: top-dose activity change, negative = inhibition, usual class: inhibitors; actives 0.37% (n = 290,000); AID 1721; also: potency is read from the fitted curve at half-maximal effect; % is scaled to controls: 0 for no effect and ±100 for the full control effect
Target sequence (Q27686 whole entry, looked up): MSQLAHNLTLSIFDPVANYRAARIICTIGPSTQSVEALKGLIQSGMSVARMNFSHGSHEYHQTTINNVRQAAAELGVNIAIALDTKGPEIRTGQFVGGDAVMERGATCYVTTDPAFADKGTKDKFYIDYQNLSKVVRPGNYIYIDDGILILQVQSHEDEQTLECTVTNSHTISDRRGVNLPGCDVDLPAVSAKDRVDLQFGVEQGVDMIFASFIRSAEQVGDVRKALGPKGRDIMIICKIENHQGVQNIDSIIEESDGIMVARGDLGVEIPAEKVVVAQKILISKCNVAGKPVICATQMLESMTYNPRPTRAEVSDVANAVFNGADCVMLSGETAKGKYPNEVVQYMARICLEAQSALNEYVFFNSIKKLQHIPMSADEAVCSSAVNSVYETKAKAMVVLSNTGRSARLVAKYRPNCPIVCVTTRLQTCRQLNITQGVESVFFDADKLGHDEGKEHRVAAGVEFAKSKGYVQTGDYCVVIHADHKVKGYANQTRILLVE
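In 50 mM imidazole pH 7.2 with 7 mM MgCl2, LmPK (0.1 nM) turned over PEP (0.5 mM) and ADP (0.1 mM) for 1 h at room temperature. Luciferase read-out of ATP.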
Pf growth 48h – inhibits P. falciparum growth in the first generation, 48 h | Potency, µM (top dose mostly 28.7 µM), for the others: at the highest dose activity change, negative = inhibition, hits mostly inhibitors | actives 5.9% (n = 310,000) | P. falciparum luciferase growth in erythrocytes, 48 h; also: potency is read from the fitted curve at half-maximal effect; % is scaled to controls: 0 for no effect and ±100 for the full control effect
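Cell-based growth assay: transgenic P. falciparum expressing firefly luciferase, cultured in red cells within RPMI 1640 containing 0.5% w/v Albumax, 24 mM bicarbonate and gentamycin. A drop in luciferase activity indicates inhibition.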
Shiga toxin inh – inhibitors of Shiga toxin in Vero cells; inhibition, % at 38.7 µM; actives 9.2% (n = 290,000); Vero cells, Shiga toxin protein synthesis inhibition reporter; AID 2315; in the data active = inhibition mostly above about 28%, no sharp cut-off; inactive = mostly below about 43%; also: 0% is about no effect
TbPYK inhibitor – blocks Trypanosoma brucei pyruvate kinase. TbPYK enzyme, Kinase-Glo Plus ATP luminescence, 45 min. AID 624173. Potency, µM (series often up to 76.8 µM), without a hit: at the highest dose activity, negative = inhibition, most hits filed as inhibitors. actives 0.12% (n = 410,000); also: potency is read from the fitted curve at half-maximal effect; % is scaled to controls: 0 for no effect and ±100 for the full control effect; nearly all actives have a fitted effect of over 50% in size
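T. brucei PYK with substrate was exposed to pin-transferred compounds across a concentration series, then started with 130 uM ADP (final). After 45 min at room temperature, Kinase-Glo Plus luminescence was read, normalized and curve-fitted.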
Active calls of the source: *; ? = inconclusive; / = no result given; + = active, no number; & = joins results of further samples; [ ] = another dose, or the depositor's remark. Unless noted, calls follow the shape of the dose curve; as a rule, active = well fitted curve in the direction sought with a large enough effect; inconclusive = small, poorly fitted or top-dose-only effect, or another doubt; inactive = no such curve, though single readings can be large; an effect the other way counts as inactive or inconclusive.

SMILES,Cycloheximide cs,Pf growth 96h,AmpC inh no detg,LmPK inh,Pf growth 48h,Shiga toxin inh,TbPYK inhibitor
O=C(CN(Cc1cccs1)C(=O)CNS(=O)(=O)c1ccc(F)cc1)NCC1CCCO1 (centres undefined),5,16%,-4%,-1%,-5%,27,2%
COc1ccc(NC(=O)C(Sc2nnc3ccccn23)c2ccccc2)cc1Cl (centres undefined),-2,?,13%,3%,-22%,-5,-7%
C=CCN1C2=NCCCN2c2ccccc21,5,?,-11%,-5%,-11%,-6,-7%
CCOC(=O)c1[nH]c2cc(OC)c(OC)cc2c1NC(=O)c1nonc1C,3,?,-6%,0%,-8%,-9,0%
CCOC(=O)/C(=C\c1cn(C)c2ccccc12)[N+](=O)[O-],15,8%,-9%,6%,16%,-6,-11%
COc1ccc(-c2cn(Cc3ccc([N+](=O)[O-])cc3)nn2)cc1,10,41%[activator],-24%,0%,13%,24*,2%
CCOc1ccc2[nH]c(C)cc(=O)c2c1,5,0%,-17%,1%,-17%,6,-1%
C=CCOc1ccc(-c2nc3c(c(=O)[nH]c(=O)n3Cc3ccccc3)n2CCCOC)cc1,-2,-14%,-9%,-7%,?,-6,-1%
CC(=O)c1ccc(S(=O)(=O)NC2CC(=O)N(c3ccc(C)c(C)c3)C2)cc1 (centres undefined),/,-33%,?,/,-1%,/,-3%
Cc1cc(=O)oc2cc(OCC(=O)Nc3nnc(C(C)C)s3)ccc12,-4,/,-30%,-3%,24%,-20,-18%

Remaining list, next part
SMILES,Cycloheximide cs,Pf growth 96h,AmpC inh no detg,LmPK inh,Pf growth 48h,Shiga toxin inh,TbPYK inhibitor
FC(F)(F)c1nc(-c2cccnc2)ncc1-c1nnnn1-c1ccccc1,-3,?,14%,-2%,18%,-15,3%
CCc1nnc(SCC(=O)N2CCCc3ccccc32)nc1CC,1,32%[activator],-2%,1%,?,-8,2%
COc1ccc(C(=O)Oc2ccc(/C=N/NC(=O)Cc3ccc([N+](=O)[O-])cc3)cc2)cc1,-2,8%,-10%,3%,2%,-15,-8%
COc1c(Cl)cc(-c2noc(C)c2C(=O)NCc2ccccc2)cc1Cl,-3,?,-10%,2%,/,-17,1%
c1coc(Cn2nnnc2CN2CCN(C3CCCCC3)CC2)c1,-5,142%[activator],10%,-9%,28%,-11,6%
CCCCN(CC)S(=O)(=O)c1ccc(C(=O)Nc2nnc(-c3ccccc3Cl)o2)cc1,-4,/,-19%,0%,/,-5,/
O=C(NCCN1C(=O)S/C(=C\c2ccc(F)cc2)C1=O)c1cccc(S(=O)(=O)N2CCOCC2)c1,69*,?,103%[activator],-2%,-6%,+,0%
O=C(NCc1ccccn1)Nc1ccccc1F,21*,45%[activator],-9%,0%,44%[activator],49*,3%
CN(CCN(C)C(C)(C)C)C(=O)C(c1ccccc1)c1ccccc1,-1,1%,-15%,-13%,-4%,3,47%[activator]
Cc1[nH]nc2c1C(Cc1ccccc1)C(C#N)=C(N)O2 (centres undefined),6,-6%,-18%,1%,-2%,2,-1%

Later entries.
SMILES,Cycloheximide cs,Pf growth 96h,AmpC inh no detg,LmPK inh,Pf growth 48h,Shiga toxin inh,TbPYK inhibitor
CN(C)CCCNCC(=O)Nc1ccccc1N1CCOCC1,-2,13%,-16%,-6%,/,-18,28%
CCOc1ccc(CN2CCC(=O)NC2=O)cc1,-9,-16%,-8%,1%,-13%,-20,-5%
C[C@H](NC(=O)[C@H]1N2C(=O)c3ccccc3C2SC1(C)C)C(=O)NCC1CCCO1 (some centres undefined),2,-26%,0%,-1%,-17%,-7,-11%
Cc1noc(C)c1S(=O)(=O)N1CCC(C(=O)NCCC2=CCCCC2)CC1,-2,22%,-14%,-4%,-14%,-10,-5%
Cc1cc(=O)oc2cc(OCC(=O)NCCCN3CCCC3=O)c(Cl)cc12,-5,?,-4%,-8%,-5%,-3,0%
O=C(CC1C(=O)NCCN1CCCc1ccccc1)NCCc1ccccc1Cl (centres undefined),-1,?,140%[activator],7%,13µM*,-8,0%
CCn1nc(C(C)C)cc1C(=O)N1CCCC(CO)(Cc2ccc(F)cc2F)C1 (centres undefined),-3,22%,149%[activator],3%,-27%,-6,3%
CCCCn1c(N)c(N(CCC(C)C)C(=O)COC(=O)c2cccnc2SC)c(=O)[nH]c1=O,/,1%,-15%,/,-18%,/,3%
CCCSc1nc2c(c(=O)[nH]c(=O)n2C)n1C,0,?,-3%,-3%,14%,21,3%
COc1cccc(C(=O)n2c(SC)nc3cc4c(cc32)OCCO4)c1,17*,33%[activator],-7%,-9%,34%[activator],40,2%

Other entries.
SMILES,Cycloheximide cs,Pf growth 96h,AmpC inh no detg,LmPK inh,Pf growth 48h,Shiga toxin inh,TbPYK inhibitor
CN(C)CCn1c(=S)[nH]c2ncccc2c1=O,1,-25%,-9%,2%,-4%,-9,3%
Cc1cc2c3c(c1C)C(=O)C(=O)N3C(C)(C)CC2C (centres undefined),-2,10%,-8%,10%,0%,-11,-1%
CC(=O)c1ccc(N(CC(=O)NC2CCCC2)C(=O)c2csnn2)cc1,-2,1%,-2%,1%,24%,7,-3%
CCCN1CC=C2C(C#N)=C(N)C(C#N)(C#N)C(c3cc(OC)ccc3OC)C2C1 (centres undefined),3,6%,4%,-1%,?,-7,-10%
CCC(C(=O)NNC(=O)c1cnccn1)c1ccccc1 (centres undefined),0,?,-7%,1%,?,2,-2%
CC(C)N(Cc1nc(-c2ccccc2)no1)S(=O)(=O)c1ccccc1,2,?,-7%,5%,/,2,3%
C=CCc1c(C)nc(C)nc1N/N=C/c1ccc([N+](=O)[O-])cc1,-1,7%,2%,-2%,/,-11,-6%
O=c1cc(Nc2ccc3c(c2)OCCO3)[nH]c(=O)n1-c1ccc(Cl)cc1,9,2%,-14%,0%,3%,12,7%
Nc1sc2c(c1C(=O)NC1CCS(=O)(=O)C1)CCCC2 (centres undefined),-3,-19%,26%,-3%,-7%,-17,?
O=C(CSc1n[nH]c(-c2ccco2)n1)Nc1sc2c(c1C(=O)Nc1ccccc1)CCCC2,-1,/,-58%,-3%,-14%,13,-3%

Other structures.
SMILES,Cycloheximide cs,Pf growth 96h,AmpC inh no detg,LmPK inh,Pf growth 48h,Shiga toxin inh,TbPYK inhibitor
CN1CCc2c(OCC(=O)NC3CCCCC3)cccc2C1=O,9,?,89%[activator],-4%,?,-4,-3%
CCC(C)N(C(=O)Cn1nnc2ccccc21)C(C(=O)NCc1ccco1)c1cccc(OC)c1 (centres undefined),1,10µM*,7%,12%,-2%,17,0%
CCCCCN(C(=O)NC(=O)Nc1cccc(C)c1C)S(C)(=O)=O,-5,5%,-15%,-1%,38%,12,-1%
CC(=O)Nc1ccc(C(=O)OCC(=O)Nc2ccc([N+](=O)[O-])cc2C(F)(F)F)cc1,-4,1%,-22%,-4%,2%,15,1%
Cc1cc(OCc2cc(C(=O)N3CCN(CC4CC4)CC3)no2)cc(C)c1Cl,14,?,172%[activator],1%,-23%,25,-8%
CCOc1ccc(N2C(=O)Nc3ccc(Br)cc3C2(O)C(=O)NCCN(C)C)cc1 (centres undefined),-2,1.9µM*,-16%,6%,-8%,2,0%
CN(CC(=O)Nc1ncn[nH]1)S(=O)(=O)c1cc(Cl)ccc1Cl,-5,-2%,4%,-3%,10µM*,-6,-8%
C/C=C(\C)CN1CCN(c2cccc(C)c2C)CC1,7,67%[activator],-6%,-10%,6%,-15,-4%
CCN(c1ccc(OC)cc1)S(=O)(=O)c1ccc2c(c1)CC(C)N2C(=O)C1CC1 (centres undefined),22*,?,33%,2%,?,5,-4%
Cn1cc(C(c2ccccn2)c2cn(C)c3ccccc23)c2ccccc21,-3,/,5%,0%,?,-21,12%

More structures follow:
SMILES,Cycloheximide cs,Pf growth 96h,AmpC inh no detg,LmPK inh,Pf growth 48h,Shiga toxin inh,TbPYK inhibitor
CCOc1ccc(NC(=O)Nc2c(C)n(C)n(-c3ccccc3)c2=O)cc1,-4,-20%,-7%,-2%,-1%,-4,7%&-3%
O=C(Nc1cccc2ncccc12)c1ccc(F)cc1,-2,3%,-3%,-4%,-7%,-13,-7%
Cc1cc(=O)[nH]c(SCC(=O)NC(c2ccccc2)c2ccccc2)n1,-3,?,-24%,-2%,12%,-2,4%
O=C(NNC(=S)NC(=O)c1ccccc1)c1cccnc1,-7,?,-15%,6%,?,-4,-1%
Cc1cccc(/C=N/n2c(C)nc3ccccc3c2=O)c1,22*,50%[activator],0%,-1%,17%,100*,-7%
CCNc1nc(NCC)nc(C(=O)Nc2ccccc2)n1,11,/,-31%,-1%,13%,-17,-8%
OCCC#Cc1ccc(CN2CCN(CCc3ccccc3)C(CCO)C2)cc1 (centres undefined),-1,8.3µM*,18%,6%,?,/,-1%
Cc1cc(Br)cn2ccnc12,5,?,-5%,-1%,6%,-8,-10%
C=CC[n+]1c(-c2ccc(C)cc2)csc1Nc1ccc(NC(C)=O)cc1,-5,0%,2%,0%,?,-17,-1%
COc1ccc(-n2nc(C(=O)NCCCN3CCCC3=O)c3c4ccccc4n(C)c3c2=O)cc1Cl,-2,?,1%,8%,?,-5,5%

(continued)
SMILES,Cycloheximide cs,Pf growth 96h,AmpC inh no detg,LmPK inh,Pf growth 48h,Shiga toxin inh,TbPYK inhibitor
COc1cccc(C(=O)COc2ccc3c(C)c(Cc4ccccc4)c(=O)oc3c2)c1,-2,13%,-16%,0%,-25%,-12,6%
CCn1cc(C(=O)Nn2cnnc2)c(=O)c2ccc(C)nc21,-6,?,-15%,-4%,-3%,12,1%
NC(=O)N/N=C/c1cc(Br)ccc1OCC(=O)NCc1ccccc1,-6,-10%,17%,0%,16%,-3,5%
Cc1noc(C)c1CSc1nnnn1-c1ccc(Cl)cc1,-4,?,-13%,3%,?,-17,-8%
CNC(=O)c1[nH]cnc1C(=O)Nc1ccc(Cl)cc1,28*,31%[activator],-2%,1%,6%,40,1%
CCn1c(SCC(=O)N2CCCCC2)nc2c(c1=O)SC(C)C2 (centres undefined),0,?,?,1%,2%,6,-2%
Cc1cc(C)nc(SCC(=O)N2CCC(C(N)=O)CC2)n1,-4,/,-21%,0%,20%,-2,-1%
COc1c2c(cc3ccc(=O)oc13)CCO2,-4,?,-16%,1%,?,/,0%
Cn1c(Cc2ccccc2)nnc1SCC(=O)NC1CC1,5,22%,-6%,-5%,9%,-2,0%
CCOc1ccccc1N1CC(C(=O)Nc2ccccc2N2CCOCC2)CC1=O (centres undefined),38*,?,69%[activator],1%,?,17,1%

Looked up by compound from the entries so far (four):
SMILES,Cycloheximide cs,Pf growth 96h,AmpC inh no detg,LmPK inh,Pf growth 48h,Shiga toxin inh,TbPYK inhibitor
COc1cccc(C(=O)COc2ccc3c(C)c(Cc4ccccc4)c(=O)oc3c2)c1,-2,13%,-16%,0%,-25%,-12,6%
CCOc1ccccc1N1CC(C(=O)Nc2ccccc2N2CCOCC2)CC1=O (centres undefined),38*,?,69%[activator],1%,?,17,1%
COc1c2c(cc3ccc(=O)oc13)CCO2,-4,?,-16%,1%,?,/,0%
CNC(=O)c1[nH]cnc1C(=O)Nc1ccc(Cl)cc1,28*,31%[activator],-2%,1%,6%,40,1%
